HKDC1 inhibitor: inhibitors of human hexokinase HKDC1 | recombinant HKDC1, G6PDH/diaphorase resazurin coupled fluorescence | 340,000 tested, 0.16% active | inhibition, % at 20 µM | Q2TB90;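 active = inhibition above about 35% when tested at 20 µM, limit read from the data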;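 also: plate controls were DMSO wells with enzyme for no effect and DMSO wells lacking enzyme for full effect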
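Test system: recombinant HKDC1 (HK5) hexokinase enzyme, produced in-house; Amount: enzyme 5 µg/mL final; Buffer or medium: Tris pH 8.0 buffer with MgCl2, Tween-20, BSA, BME; Reagent: glucose and ATP substrates; Doses: 20 µM test compound, 1% DMSO; Incubation: 90 min reaction incubation at room temperature, dark; Detection: resorufin fluorescence at 613 nm.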
PfGluPho inh: PfG6PD (Plasmodium falciparum) enzyme inhibition. PfGluPho enzyme, NADPH resazurin-diaphorase fluorescence. AID 504690. inhibition, % at 20 µM. 350,000 tested, 0.78% active;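 active = inhibition reaching at least a set limit at 20 µM in the primary screen, cut at about 59% in these data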;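 also: 0% = DMSO wells with substrate and 100% = DMSO wells lacking glucose-6-phosphate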
SENP8 block-1: blocks human SENP8 cleavage of Nedd8 substrate; AID 602440; recombinant SENP8, Nedd8 substrate fluorescence; 360,000 tested, 0.64% active; Q96LD8; inhibition, % at 20 µM; in the data active = inhibition mostly above about 40%, no sharp cut-off; inactive = mostly below about 27%
Target sequence (Q96LD8 whole entry, looked up): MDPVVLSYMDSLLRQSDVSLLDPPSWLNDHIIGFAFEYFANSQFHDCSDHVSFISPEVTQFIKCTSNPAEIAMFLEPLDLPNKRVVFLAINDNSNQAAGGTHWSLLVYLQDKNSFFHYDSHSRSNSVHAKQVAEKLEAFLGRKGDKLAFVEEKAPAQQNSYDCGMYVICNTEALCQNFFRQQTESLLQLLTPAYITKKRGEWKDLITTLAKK
SENP6 inh: blocks the human protease SENP6; Recombinant SENP6 catalytic domain, aminoluciferin luminescence; Q9GZR1; inhibition, % at 10 µM; 330,000 tested, 1.8% active; AID 2599;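 active = inhibition above about 50% at the single tested dose, limit read from the data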;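 also: plate controls were DMSO wells with enzyme for no effect and DMSO wells lacking enzyme for full effect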
Target sequence (Q9GZR1 628-1112 limits assumed): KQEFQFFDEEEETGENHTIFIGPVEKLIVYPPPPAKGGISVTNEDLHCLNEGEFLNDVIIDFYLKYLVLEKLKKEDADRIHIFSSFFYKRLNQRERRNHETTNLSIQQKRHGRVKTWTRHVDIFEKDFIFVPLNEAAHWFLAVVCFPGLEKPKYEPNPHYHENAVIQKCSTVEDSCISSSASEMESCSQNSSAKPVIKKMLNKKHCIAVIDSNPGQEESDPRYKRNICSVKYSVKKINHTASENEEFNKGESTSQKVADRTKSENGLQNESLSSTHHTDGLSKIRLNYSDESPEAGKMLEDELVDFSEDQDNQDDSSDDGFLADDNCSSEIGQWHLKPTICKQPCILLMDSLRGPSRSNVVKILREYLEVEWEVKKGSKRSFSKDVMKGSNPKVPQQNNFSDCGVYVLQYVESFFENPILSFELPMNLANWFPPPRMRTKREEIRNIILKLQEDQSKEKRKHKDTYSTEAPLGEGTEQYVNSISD
SENP8 block-2: blocks the human protease SENP8; Q96LD8; inhibition, % at 10 µM; 330,000 tested, 1.2% active; purified SENP8, Z-RLRGG-aminoluciferin cleavage, luminescence; AID 2540; in the data active = inhibition above about 50%
SENP1 inh: inhibitors of human SENP1 SUMO protease catalytic domain; Q9P0U3; recombinant SENP1 catalytic domain, CyPet-SUMO1-YPet FRET cleavage; inhibition, % at 10 µM; 360,000 tested, 0.21% active;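 active = inhibition at least 30% at 10 µM, raw YFP signal under a set limit, fluorescence ratio 0.5 to 1.5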;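 also: 0% = enzyme with DMSO and 100% = no enzyme wells; some results filed as inactive read as strong as hits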
Target sequence (Q9P0U3 419-644 limits assumed): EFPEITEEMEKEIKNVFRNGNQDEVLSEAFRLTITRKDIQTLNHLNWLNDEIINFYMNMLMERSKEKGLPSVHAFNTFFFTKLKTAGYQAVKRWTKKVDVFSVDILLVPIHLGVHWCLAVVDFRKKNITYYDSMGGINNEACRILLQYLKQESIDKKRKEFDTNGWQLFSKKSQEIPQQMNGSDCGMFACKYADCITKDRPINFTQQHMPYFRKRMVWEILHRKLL
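Compound: 10 µM single point, 0.5% DMSO; Test system: hSENP1 catalytic domain, recombinant; Timing: 50 min reaction at room temperature; Technique: FRET, CFP and YFP emission; Control set: no-enzyme wells low, DMSO-plus-enzyme wells high control.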
SENP7 block: blocks the human protease SENP7; inhibition, % at 5 µM; recombinant SENP7, Z-RLRGG-aminoluciferin luminescence, 40 min; AID 434973; Q9BQF6; 330,000 tested, 1.5% active;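 active = inhibition above about 50% at the single test dose, limit read from the data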;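 also: plate controls were DMSO with enzyme for no effect and no enzyme buffer wells for full effect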
Apaf-1 inh: inhibitors of human Apaf-1 apoptosome; O14727; reconstituted apoptosome caspase-3 activity, DEVD-Rh110 fluorescence; inhibition, % at 20 µM; 330,000 tested, 0.71% active; AID 489030; active = inhibition of at least 40% at 20 µM;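 also: plate controls were DMSO wells for no effect and DEVD-CHO caspase inhibitor wells for full effect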
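System: reconstituted apoptosome with Apaf-1, cytochrome c, caspase-9, procaspase-3, dATP; Signal: Rh110 fluorescence intensity; Schedule: 30 min compound preincubation, 50 min activation, room temperature; Reagent: cytochrome c trigger plus (Z-DEVD)2-Rh110 caspase-3 substrate.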
NLRP3 yeast inh: NALP3 inhibition in yeast; inhibition, % at 10 µM; AID 2825; Yeast reconstituted NLRP3/ASC/caspase-1, beta-gal luminescence, 24 h; 330,000 tested, 0.39% active;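 active = inhibition of 50% or more; inactive = inhibition below 50%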;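 also: plate controls were induced DMSO wells for no effect and uninduced yeast grown without galactose for full effect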
Active calls of the source: *; nt = not tested or not shown.

Values run as follows: HKDC1 inhibitor	PfGluPho inh	SENP8 block-1	SENP6 inh	SENP8 block-2	SENP1 inh	SENP7 block	Apaf-1 inh	NLRP3 yeast inh
- c1ccc(-c2cc(N3CCCCCC3)n[nH]2)cc1
    5	23	18	1	-6	11	-12	-5	29
- CC(C)=NOc1nc(N(C)C)nc(N(C)C)n1
    -5	-19	9	-11	-3	1	5	-76	10
- CCOc1ccccc1NC(=O)COC(=O)CC(C)(C)CC1=NS(=O)(=O)c2ccccc2N1
    -1	18	8	3	0	2	-5	4	1
- FC(F)(F)c1ccc(/C=N/NC(=S)NC2CCCCC2)cc1
    -5	7	10	-27	-14	2	-9	1	2
- CC1(C)CC(=O)c2c(Cc3ccccc3)noc2C1
    -2	-18	17	9	3	1	0	0	6
- CCOc1ccc(C(=O)NCc2ccc3c(c2)OCO3)cc1
    5	5	0	-1	-2	1	2	-6	22
- COc1ccccc1/C=C1\SC(=S)N(CC(=O)Nc2nnc(C)s2)C1=O
    nt	nt	nt	-3	-7	nt	-8	3	-5
- CC(C)(C)N1NC(=O)Nc2ccccc2C1=O
    -5	12	14	-9	-3	2	2	-4	3
- CCC(=O)NC(c1cccs1)c1cc(Cl)c2cccnc2c1O (stereo not given)
    -33	23	9	-15	0	3	-5	6	27
- O=C([C@@H]1Cc2ccccc2CN1)N1CCN(Cc2ccccc2)CC1
    5	-1	5	5	-3	-2	7	-1	26
- O=C(Nc1ccccn1)Nc1cccs1
    -10	2	15	5	-1	2	-3	-17	30
- CC(C)(C)C1CCc2onc(C(=O)NC3CCCC3)c2C1 (stereo not given)
    -7	23	7	1	4	2	4	-7	18
- CCOc1ccc(OCC)c(NC(=O)Nc2ccc3c(c2)N(C)C(=O)CS3)c1
    3	32	3	3	-2	6	1	13	16
- CCCCNCc1ccc(OCc2ccc(Cl)nc2)c(OC)c1
    -6	1	-8	-26	0	4	-1	-2	22
- Cc1ccc(N2CC(C(=O)Nc3ccc(S(=O)(=O)Nc4nccc(C)n4)cc3)CC2=O)cc1 (stereo not given)
    -6	-7	5	-3	2	1	0	2	3
- COc1ccc(C)cc1NS(=O)(=O)c1cc(C)ccc1C
    -6	15	18	2	-2	4	0	-2	-13
- Cc1ccc(Cn2cc(SCC(N)=O)c3ccccc32)cc1
    1	7	13	-6	6	1	3	7	0
- CCC1(c2ccccc2)NC(=O)N(CC(=O)Nc2ccccc2N2CCCC2)C1=O (stereo not given)
    -2	-12	-8	-21	-6	-4	-2	24	-2
- Cc1ccc(-n2c(COc3cccc(C)c3)n[nH]c2=S)cc1
    3	33	-1	3	1	1	7	-1	27
- O=C(/C=C/c1c(F)cccc1Cl)Nc1nn[nH]n1
    7	-4	8	0	0	-2	-1	0	25

Entries of single compounds, quoted from the list. Order of screens: HKDC1 inhibitor, PfGluPho inh, SENP8 block-1, SENP6 inh, SENP8 block-2, SENP1 inh, SENP7 block, Apaf-1 inh, NLRP3 yeast inh
O=C(Nc1ccccn1)Nc1cccs1 across the screens: -10, 2, 15, 5, -1, 2, -3, -17, 30
O=C([C@@H]1Cc2ccccc2CN1)N1CCN(Cc2ccccc2)CC1 across the screens: 5, -1, 5, 5, -3, -2, 7, -1, 26

Remaining list, next part.
Values run as follows: HKDC1 inhibitor	PfGluPho inh	SENP8 block-1	SENP6 inh	SENP8 block-2	SENP1 inh	SENP7 block	Apaf-1 inh	NLRP3 yeast inh
- O=C(Nc1nnc(C2=COCCO2)o1)c1ccc(S(=O)(=O)N2CCOCC2)cc1
    -5	-20	-4	9	0	-8	9	27	21
- CC1CN(c2cc(=O)n(-c3ccccc3)c(=O)[nH]2)CC(C)O1 (stereo not given)
    -8	7	23	-15	-10	1	-11	11	-8
- O=C(COc1ccc(Br)cc1)OCCN1CCCCC1
    -8	-16	9	2	5	2	4	6	-2
- O=C(O)CSc1nc2ccccc2n1Cc1ccccc1
    3	-5	10	6	2	0	1	-13	11
- CN1CCN(c2oc(-c3ccccc3)nc2S(=O)(=O)c2ccc(Br)cc2)CC1
    -3	16	-4	-13	-9	-1	3	25	25
- N/C(=N\OC(=O)CCCc1ccccc1)c1ccc(Br)cc1
    -2	17	0	5	-2	3	1	10	7
- Clc1ccc(Cc2nnc(-c3ccccc3Br)o2)cc1
    -2	-8	9	-15	-9	2	13	4	34
- CN(C)C(=O)N1CCC(C(=O)NCc2ccccc2)CC1
    -11	-2	8	-22	-6	1	-5	-4	-4
- COC(=O)c1ccccc1NC(=O)c1nc(S(=O)(=O)Cc2ccccc2)ncc1Cl
    6	24	-7	-11	-3	-3	6	16	8
- O=C(COC(=O)c1ccc2c(c1)OCCO2)NCCc1ccc(F)cc1
    4	-9	-2	-30	-12	3	-5	1	20
- COc1ccc(S(=O)(=O)N2CCC(C(=O)NCc3ccccn3)CC2)cc1Cl
    -6	-26	23	16	0	2	-1	-11	5
- CC(C(=O)NCCCN1CCOCC1)n1cccc1C(=O)c1ccccc1 (stereo not given)
    6	-4	22	-12	-1	1	0	4	15
- O=C1CCC(c2ccccc2)c2ccccc21 (stereo not given)
    -2	-8	15	-3	-4	1	-4	-25	-50
- Cc1cnc(C(=O)OC(C(=O)Nc2cc(C(F)(F)F)ccc2Cl)c2ccccc2)cn1 (stereo not given)
    6	8	7	-9	-10	0	-11	0	10
- Cc1cc(C)n(C(=O)c2ccc(C)c(S(=O)(=O)N3CCOCC3)c2)n1
    -5	-16	8	-1	-4	3	0	5	12
- CCN1C(=O)c2cccc3c(S(=O)(=O)NCC4CCCO4)ccc1c23 (stereo not given)
    6	16	-406	-5	-1	-33	0	-11	6
- O=C(CCCCC(=O)OCC1COCO1)OCC1COCO1 (stereo not given)
    -4	6	1	nt	nt	-2	nt	nt	nt
- NC(=O)COC(=O)c1cc(=O)[nH]c2ccccc12
    -5	-8	-253	-18	4	0	-1	-9	10
- COc1ccccc1CNC(=O)CCn1c(=O)[nH]c2ccsc2c1=O
    3	6	15	2	2	0	-5	-4	-4
- Cc1cccc(OCC(=O)Nc2ccc(N3CCN(S(C)(=O)=O)CC3)cc2)c1C
    -3	-11	5	-16	1	1	-2	1	17
- NC(=O)C1CCN(C(=O)c2cc(-c3ccccc3Cl)nc3ccccc23)CC1
    -6	9	3	-17	3	1	7	4	23
- NC(=O)c1ccc(Cl)c2ccccc12
    3	-4	-2	21	-2	0	5	4	4
- N/C(=N\OC(=O)Cc1cccs1)c1ccccc1
    -1	5	-1	25	-10	-6	1	3	13
- O=C(c1ccc(Cl)cc1)c1c[nH]c(C(=O)NNc2ccccc2)c1
    -8	-6	-6	8	-2	0	3	28	15
- NC(=S)NNC(=S)Nc1ccccc1
    -8	-11	12	2	4	-1	2	2	15
- CCN(CC)/C(=N/O)NC(=O)NS(=O)(=O)c1ccc(C)cc1
    -7	-16	21	-20	-8	0	8	-10	-3
- Cc1nc(-c2ccncc2)nc(NCCNc2ncccc2C(F)(F)F)c1Cl
    1	18	-25	-6	-5	-1	-3	4	17
- CN(C(=O)CCN1C(=O)/C(=C/c2ccccc2F)SC1=S)C1CCS(=O)(=O)C1 (stereo not given)
    -1	-7	16	-8	-6	2	-4	-7	13
- c1cncc(-c2nc(-c3cccs3)cs2)c1
    -7	9	-69	-3	-7	1	-1	-1	7
- COc1cccc(OCCn2cc(C(C)=O)c3ccccc32)c1
    -1	19	16	-3	-12	-1	8	0	33
- C/[N+]([O-])=C\c1coc2ccccc2c1=O
    -4	-11	16	-19	-9	1	3	-4	15
- COc1ccc(CN(C)Cc2cc(=O)oc3cc(C)c(C(C)C)cc23)cc1OC
    -1	2	0	-10	-10	-1	-8	27	5
- COc1ccccc1OCc1cc(C(=O)NCc2ccc(N3CCCC3=O)cc2)no1
    -4	-8	4	-6	-6	-1	-7	3	1
- CCCCCCCC(=O)Nc1ccc(C(=O)N/N=C/c2cccc([N+](=O)[O-])c2)cc1
    -4	-14	11	-4	-7	-1	-4	0	12
- CC(=O)Nc1cc(NC(C)=O)cc(C(=O)OCC(=O)c2ccc3c(c2)OCO3)c1
    1	-11	-4	-24	-9	-1	-1	7	3
- COc1ccc(NC(=O)c2ccccc2-c2ccc(C(F)(F)F)cc2)cc1S(=O)(=O)N1CCOCC1
    -3	0	15	-2	-15	2	-8	21	-20
- O=C(NCCCN1CCCC1=O)c1ccc(NS(=O)(=O)c2cccc([N+](=O)[O-])c2)cc1
    -5	-19	8	-6	10	-1	3	10	11
- CCOC(=O)c1c(CN2CCOCC2)n(-c2ccccc2)c2ccc(O)cc12
    7	5	-18	-4	-8	0	-11	8	8
- CC(Oc1ccc(Cl)cc1Cl)C(=O)NCCCn1ccnc1 (stereo not given)
    -2	4	25	-8	5	-1	0	-14	6
- Cc1ccc2nsnc2c1N
    1	8	22	8	-7	10	-3	-4	5
- Cc1cn(CC(=O)NCCN2CCOCC2)c(=O)[nH]c1=O
    -4	1	2	nt	nt	-1	nt	nt	nt
- COc1ccccc1NC(=O)CCCCCN1C(=O)c2cccc3cccc(c23)C1=O
    -3	3	-53	-5	-6	1	4	12	15
- O=C(COC(=O)CN1C(=O)NC2(CCCC2)C1=O)Nc1ccccc1C(F)(F)F
    -6	1	0	0	6	-2	-6	7	17
- O=C(COC(=O)C1CC(=O)N(c2ccc3c(c2)OCCO3)C1)NC1CCCc2ccccc21 (stereo not given)
    -6	-8	-4	-8	-4	-2	7	16	22
- O=C1CCC(=O)N1CNc1ccccn1
    -2	3	14	-13	-3	0	8	15	3
- NNC(=O)COc1ccc(-c2nccc(-c3ccc(F)cc3)n2)cc1
    -2	-1	-37	-8	-10	1	-3	17	25
- Oc1ccc(-c2csc(Nc3ccc4c(c3)OCO4)n2)c(O)c1
    -17	41	-19	nt	nt	-3	nt	nt	nt
- CCOC(=O)c1cnc2cc(-c3ccc(Cl)cc3)nn2c1N
    6	-18	-102	-5	-12	-2	15	0	19
- O=[n+]1c2c(n([O-])c3c1CCCC3)CCCC2
    8	1	11	4	3	0	-4	-5	9
- Cc1c(NC(=O)c2cnn3c2NC(c2ccco2)CC3C(F)(F)F)c(=O)n(-c2ccccc2)n1C (stereo not given)
    -8	-6	18	-32	-5	-4	-7	3	21
- N=c1c2c(-c3ccccc3)c(-c3ccccc3)n(Cc3ccco3)c2ncn1CCCN1CCOCC1
    1	9	-3	10	-3	-1	3	0	17
- Cc1cc(N2CCCC2)ccc1/C=C1\NC(=S)N(C)C1=O
    -5	33	34	13	1	-25	-4	11	51*
- Cc1cc(C)nc(N/N=C/c2cc(C)n(CC(F)(F)F)c2C)n1
    -4	13	-7	3	3	0	-5	0	3
- O=C(CSc1cn(CC(=O)N2CCOCC2)c2ccccc12)N1CCOCC1
    -4	2	10	-2	1	0	7	3	17
- O=C(Oc1ccc(-c2cnc3ccccc3n2)cc1)c1ccco1
    6	13	3	88*	92*	1	98*	-4	26
- CN1CCN(S(=O)(=O)c2ccc(Oc3ccc(F)cc3Br)nc2)CC1
    -4	2	21	3	1	3	7	4	13
- O=c1[nH]c(C2CCCN(S(=O)(=O)c3ccc(F)cc3)C2)nc2c1nnn2Cc1ccc(F)cc1 (stereo not given)
    -3	-10	5	-3	-4	0	-1	31	4

An unsorted share of the library; overall some 4.1% were active at least once.
